Anthrax LF prot: anthrax lethal factor protease inhibition | P15917 | multiplex microsphere protease cleavage assay, LF | inhibition, % at 10 µM | 360,000 compounds, 0.12% hits; in the data active means inhibition above about 30%; inconclusive means no clear call, values can overlap the other calls; further: plate controls were buffer without enzyme for full effect and enzyme alone for no effect
Target sequence (P15917 whole entry, looked up): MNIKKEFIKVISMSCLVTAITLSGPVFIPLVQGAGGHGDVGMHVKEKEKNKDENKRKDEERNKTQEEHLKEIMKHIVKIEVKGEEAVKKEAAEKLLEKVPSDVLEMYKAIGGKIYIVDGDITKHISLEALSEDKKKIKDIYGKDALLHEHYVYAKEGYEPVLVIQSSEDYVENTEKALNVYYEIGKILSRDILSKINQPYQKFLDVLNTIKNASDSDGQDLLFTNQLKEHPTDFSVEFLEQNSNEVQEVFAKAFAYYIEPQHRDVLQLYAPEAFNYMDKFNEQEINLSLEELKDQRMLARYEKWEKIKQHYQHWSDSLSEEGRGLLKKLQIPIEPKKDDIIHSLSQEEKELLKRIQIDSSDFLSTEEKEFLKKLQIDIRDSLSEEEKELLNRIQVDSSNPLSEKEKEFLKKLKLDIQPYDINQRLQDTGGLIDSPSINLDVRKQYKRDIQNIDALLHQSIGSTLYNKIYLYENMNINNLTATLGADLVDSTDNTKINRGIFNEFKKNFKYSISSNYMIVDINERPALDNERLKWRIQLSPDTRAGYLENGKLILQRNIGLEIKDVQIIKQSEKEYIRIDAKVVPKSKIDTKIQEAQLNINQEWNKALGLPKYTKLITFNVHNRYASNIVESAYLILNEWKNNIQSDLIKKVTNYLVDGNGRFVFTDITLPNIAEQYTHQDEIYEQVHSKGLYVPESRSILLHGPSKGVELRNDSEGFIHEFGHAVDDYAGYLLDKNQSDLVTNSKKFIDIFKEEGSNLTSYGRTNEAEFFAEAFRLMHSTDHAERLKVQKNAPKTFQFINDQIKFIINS
MazEF act: activators of E. coli MazEF toxin-antitoxin RNase; FAM/BHQ RNA-DNA oligo cleavage fluorescence, 5 h; activation, % at 20 µM; 350,000 compounds, 0.32% hits; in the data active means activation above about 50%
Target sequence (P0AE70 whole entry, looked up): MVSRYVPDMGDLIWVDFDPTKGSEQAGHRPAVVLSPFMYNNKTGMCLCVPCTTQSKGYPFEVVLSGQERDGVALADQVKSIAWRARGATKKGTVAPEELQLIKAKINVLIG
SARS 3CLpro inh: SARS-CoV 3CLpro protease inhibition; P0C6X7; recombinant SARS-CoV 3CLpro, quenched FRET peptide cleavage; inhibition, % at 6 µM; 290,000 compounds, 0.14% hits; AID 1706; in the data active means inhibition above about 12%
Vc quorum ag: induces V. cholerae light production without autoinducers | V. cholerae BH1578 lux reporter, luminescence, 6 h | 350,000 compounds, 0.16% hits | AID 588436 | activation, % at 18.7 µM; in the data active means activation mostly above about 9.7%, no sharp cut-off; inconclusive means no clear call, values can overlap the other calls; inactive means mostly below about 3.7%; further: not every result past the cut was called active; inactives centre near 0; reference of the scale not given here
TcdB GH inh: inhibitors of Clostridioides difficile toxin B glycohydrolase; P18177; TcdB glycohydrolase enzymatic assay, plate reader; inhibition, % at 9.99 µM; 350,000 compounds, 0.24% hits; in the data active means inhibition above about 10%
PfHsp40 rescue: compounds rescuing yeast from Plasmodium falciparum HSP40 toxicity; growth rescue, % at 12.5 µM; S. cerevisiae expressing PfHsp40, growth rescue, ATP luminescence; 340,000 compounds, 0.68% hits; in the data active means growth rescue above about 28%, passing the limit was not always enough; inconclusive means no clear call, values can overlap the other calls;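 further: yeast W303a lacking pdr1 and pdr3 grown in galactose medium; growth measured after three days at 30 °C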
Rv3671c protease: Rv3671c (M. tuberculosis) protease inhibition | P9WHR9 | inhibition, % at 5.96 µM | 320,000 compounds, 0.048% hits | AID 2606; in the data active means inhibition above about 38%;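 further: extracellular domain of Rv3671c used as enzyme; 0% = enzyme with DMSO and 100% = no enzyme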
VHR inh abs: blocks human VHR1 dual specificity phosphatase; 290,000 compounds, 0.52% hits; recombinant VHR phosphatase, pNPP absorbance; AID 1654; inhibition, % at 13.3 µM; in the data active means inhibition above about 50%; further: some compounds called inactive have numbers as strong as hits
Target sequence (P51452 whole entry, looked up): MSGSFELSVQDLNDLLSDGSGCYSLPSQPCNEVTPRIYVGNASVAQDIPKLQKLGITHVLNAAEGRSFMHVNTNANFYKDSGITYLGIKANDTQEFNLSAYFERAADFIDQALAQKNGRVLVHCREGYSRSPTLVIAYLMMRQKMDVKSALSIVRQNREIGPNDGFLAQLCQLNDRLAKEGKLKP
Y pestis TopoI: blocks Yersinia pestis topoisomerase I activity; activity, % at 10 µM; 360,000 compounds, 0.064% hits; Y. pestis Topo-I cleavage product accumulation, plate reader; in the data active means activity above about 50%, passing the limit was not always enough; inconclusive means no clear call, values can overlap the other calls; further: inactives centre near 2
PriA SSB inh: inhibitors of Klebsiella pneumoniae PriA binding to SSB C-terminal tail. AlphaScreen SSBct-PriA binding, biotinylated peptide. inhibition, % at 33 µM. 430,000 compounds, 0.6% hits. AID 1272365; in the data active means inhibition mostly above about 37%, no sharp cut-off; inactive means mostly below about 20%;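 further: plate controls were negative control peptide for no effect and reference peptide for full effect; strong numbers were not always called active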
An asterisk follows results filed as active; i = inactive; ? = inconclusive; nt = no result given. Some of the compounds tested (hit frequency here may not be typical).

SMILES	Anthrax LF prot	MazEF act	SARS 3CLpro inh	Vc quorum ag	TcdB GH inh	PfHsp40 rescue	Rv3671c protease	VHR inh abs	Y pestis TopoI	PriA SSB inh
Cc1ccccc1COc1ccc(/C=N/NC(=O)c2nnn(-c3nonc3N)c2CN2CCC(C)CC2)cc1	-1	-8	2	-0.7	2.8	0.8	-32	-8	18	nt
COc1cc(C)c(-c2[nH]ncc2-c2csc(C)n2)c(O)c1	0	2	-5	1.0	0.6	-1.0	-11	-1	-3	-2
CCC(=O)N1CCCc2cc(S(=O)(=O)N3CCCc4ccccc43)ccc21	-1	-15	-3	i	nt	1.7	1	9	6	-12
CCCCN(C)C(=O)c1nc2ccccn2c1CN1CCN(c2ccccn2)CC1	-11	5	0	4.3	-1.0	2.7	3	12	14	-9
CN1C(C(=O)NCCc2cccs2)CC2Cn3c(nc4cc(Cl)c(Cl)cc43)C21 (stereo unspecified)	-4	1	nt	10	0.9	-1.2	1	11	15	-23
COc1ccc(CCn2cnc(=O)c(C#N)c2C)cc1OC	1	1	1	-0.3	0.5	-0.4	-4	24	-9	-1
Cc1ccc(C)c(N2CCN(C(=O)CCc3nc(-c4cccc(Br)c4)no3)CC2)c1	-4	-3	nt	i	-1.7	-1.4	nt	nt	32	-13
COc1ccc(/C=N/NC(=O)c2cccc(COCC(F)(F)C(F)F)c2)cc1	-3	-9	-5	i	nt	2.8	-14	15	-8	nt
CCCOc1ccccc1NC(=O)CC1Nc2ccccc2NC1=O (stereo unspecified)	-2	-5	-2	-0.2	nt	0.0	-12	27	9	17
Cc1c(NC(=O)COC(=O)c2cccn2C)c(=O)n(-c2ccccc2)n1C	3	2	nt	i	1.5	0.4	-3	nt	2	-6
O=C(NCC(=O)N(Cc1cccs1)C(C(=O)NC1CCCC1)c1cccnc1)c1ccco1 (stereo unspecified)	3	1	2	0.9	nt	-0.9	-2	3	0	-4
CCOC(=S)SCC(=O)N1CCc2ccccc2C1C1C(=O)CC(C)(C)CC1=O (stereo unspecified)	0	4	5	4.6	1.1	1.4	2	8	1	-10
Cc1ccc(OCC(=O)Nc2ccncc2)cc1	10	-8	0	i	0.6	-1.9	nt	-9	2	-4
CCCCc1nn(-c2cc(Cl)ccc2OC)c2c1C(=O)CC(C)(C)C2	3	1	1	-0.3	0.9	0.0	4	11	-1	-21
CCN(C(=S)NC(=O)c1ccco1)c1cccc2ccccc12	-6	7	nt	-3.7	-2.1	0.4	0	nt	0	12
O=C(Cc1ccc(F)cc1)NC1CCCC1	0	5	-1	3.2	nt	-0.4	8	33	0	-2
Cc1ccccc1N1CCN(CCCOc2ccc3c(C)cc(=O)oc3c2)CC1	-4	0	0	nt	nt	0.5	-1	4	8	16
Cc1cc(C)c(NC(=O)COC(=O)c2ccc([N+](=O)[O-])s2)c(C)c1	-2	5	-2	-0.1	nt	0.2	-11	10	2	-1
CCn1cc(C(=O)NCc2ccc3c(c2)OCO3)c(=O)c2cc(F)c(N3CCN(C(=O)c4ccco4)CC3)cc21	0	-1	-2	-0.8	nt	0.2	-5	-8	-14	11
N/C(=N\OC(=O)COc1ccc(Br)cc1Cl)c1cccnc1	0	7	-1	-0.4	-1.0	-0.4	-20	2	6	nt
COc1ccc(OC)c(Nc2cc(C)nc3nc(C)nn23)c1	-10	15	3	-0.2	3.2	0.9	-1	24	17	-4
Cc1ccc(C(=O)OCC(=O)Nc2cc(Cl)ccc2C#N)o1	0	-2	nt	i	-2.0	nt	nt	nt	-1	nt
O=C(COc1cccc(F)c1)NNC(=O)Cc1ccc(S(=O)(=O)N2CCOCC2)s1	-2	3	nt	i	0.7	-0.3	-10	nt	5	-6
COc1cccc(NC(=O)CN2C(=O)COc3ccc(S(=O)(=O)N4CCCCCC4)cc32)c1	2	-8	-1	0.3	-0.1	0.4	-2	18	14	-3
N#CCCN(C(=O)Nc1ccccc1)C1CCCCC1	-11	8	nt	i	0.4	-0.9	nt	nt	0	-3
New compounds follow
SMILES	Anthrax LF prot	MazEF act	SARS 3CLpro inh	Vc quorum ag	TcdB GH inh	PfHsp40 rescue	Rv3671c protease	VHR inh abs	Y pestis TopoI	PriA SSB inh
CCOC(=O)c1c(C)[nH]c(C2=NNC(=Nc3ccccc3)SC2)c1C	0	-2	0	-0.6	-0.3	0.6	nt	0	-6	32
COc1cccc(N2CCN(C(=O)c3cccc(NC(=O)C4=C(C)OCCS4)c3)CC2)c1	-7	8	nt	i	5.5	nt	nt	nt	15	nt
Cc1cccc(OCCOCCN2CCNCC2)c1C	0	-1	-5	-0.7	nt	0.0	5	-8	11	4
COc1cc2c(cc1OC)C(C1C(=O)CC(C)(C)CC1=O)N(C(=O)CCl)CC2 (stereo unspecified)	1	3	-3	i	0.8	0.6	-11	-13	-3	2
CCn1cc(C(=O)NCCc2ccc(Cl)cc2)c(=O)c2ccc(C)nc21	12	-21	3	i	1.2	0.2	nt	9	-4	-1
OC1(c2cccs2)CN(c2ccccc2)C2=[N+]1CCCC2 (stereo unspecified)	-7	6	3	i	0.6	0.2	6	11	-6	-1
C=CCn1c(O)c(C(CC)=NCc2cc(OC)cc(OC)c2)c(=O)[nH]c1=O	2	1	0	14	nt	-1.0	-10	9	3	2
COc1cc2c(cc1OC)C(C)N(S(=O)(=O)c1ccc(Cl)nc1)CC2 (stereo unspecified)	-4	5	1	i	-1.0	0.1	0	8	15	-8
NC(=O)c1ccc(NC(=O)CSc2nnc(C3CCCCC3)n2N)cc1	-3	5	3	-3.8	0.2	-0.3	5	-6	10	-4
C=CCSC1=C(C#N)C(c2cccc(OC)c2)CC(=O)N1 (stereo unspecified)	5	-2	0	-0.6	nt	-0.5	-7	-2	-4	-7
Cc1ccc(NC(=S)N2CCN(S(=O)(=O)c3ccccc3)CC2)cc1	2	3	2	-1.3	1.3	-1.0	nt	19	5	-1
COc1ccc(C)cc1N(CC(=O)N1CCc2ccccc2C1)S(C)(=O)=O	-7	6	2	nt	-0.3	0.1	-1	-8	-12	-12
COc1ccc(OC)c(-n2c(O)c(C=Nc3c(C)n(C)n(-c4ccccc4)c3=O)c(=O)[nH]c2=S)c1	-2	-6	3	-1.2	-1.6	nt	-1	10	7	-3
CC(C)(C)OC(=O)N1Cc2ccccc2C[C@H]1C(=O)N1CCC[C@H]1C(=O)O	-3	-5	2	0.6	0.1	-0.1	7	16	1	-4
O=C(N/C(=C\c1cccs1)C(=O)N1CCCCCC1)c1ccccc1	3	-1	-1	0.0	1.1	-0.4	3	9	3	-10
CSc1nc2ncc(C(=O)O)c(N)n2n1	0	1	-6	-0.4	0.8	19	-7	13	-2	1
CCOc1ccc(C(=O)OCC(=O)NCc2ccccc2)cc1OCC	6	-5	nt	-7.1	1.3	0.7	-8	nt	-2	-4
O=C(CNC(=O)c1ccco1)OCc1ccccc1Cl	-2	1	nt	-0.9	0.6	-0.5	0	nt	11	-6
CCCCCCNC(=O)CC(NS(=O)(=O)c1ccc(OC)cc1)C(C)C (stereo unspecified)	-1	0	-2	-0.5	8.1	0.0	6	-5	5	6
O=S(=O)(NC1CC1)c1ccc(S(=O)(=O)N(Cc2ccccn2)C2CCCC2)cc1	5	-24	0	i	nt	1.3	2	11	10	-9
COc1cccc(C(=O)N2CCN(S(=O)(=O)Cc3ccccc3)CC2)c1OC	-8	0	0	-0.4	nt	-2.2	15	22	-1	-10
O=C(Cc1cn2ccsc2n1)Nc1nc2c(s1)CN(Cc1ccccc1)CC2	6	0	-5	nt	nt	2.2	-14	23	-1	-3
CN(C)C(CNC(C(=O)Nc1ccc([N+](=O)[O-])cc1Br)c1ccccc1)c1ccccc1 (stereo unspecified)	-6	-1	6	-0.2	1.1	1.2	7	26	2	25
CC(OC(=O)C1CCCCC1)C(=O)Nc1cccc([N+](=O)[O-])c1 (stereo unspecified)	nt	7	nt	i	0.5	0.4	-7	nt	0	4
Cc1ncc([N+](=O)[O-])n1CC(=O)Nc1ccc(F)c(F)c1	5	-1	5	0.3	0.1	0.0	0	40	7	-4

Entries listed so far with bromine:
SMILES	Anthrax LF prot	MazEF act	SARS 3CLpro inh	Vc quorum ag	TcdB GH inh	PfHsp40 rescue	Rv3671c protease	VHR inh abs	Y pestis TopoI	PriA SSB inh
Cc1ccc(C)c(N2CCN(C(=O)CCc3nc(-c4cccc(Br)c4)no3)CC2)c1	-4	-3	nt	i	-1.7	-1.4	nt	nt	32	-13
N/C(=N\OC(=O)COc1ccc(Br)cc1Cl)c1cccnc1	0	7	-1	-0.4	-1.0	-0.4	-20	2	6	nt
CN(C)C(CNC(C(=O)Nc1ccc([N+](=O)[O-])cc1Br)c1ccccc1)c1ccccc1 (stereo unspecified)	-6	-1	6	-0.2	1.1	1.2	7	26	2	25

Remaining list, next part.
SMILES	Anthrax LF prot	MazEF act	SARS 3CLpro inh	Vc quorum ag	TcdB GH inh	PfHsp40 rescue	Rv3671c protease	VHR inh abs	Y pestis TopoI	PriA SSB inh
CC(C(=O)c1c[nH]c(C(=O)N=CN(C)C)c1)c1ncc(C(F)(F)F)cc1Cl (stereo unspecified)	-1	8	4	0.5	-1.0	-0.3	1	9	2	-3
COc1ccccc1C(=O)Nc1ccc(Br)c2cccnc12	-2	3	-1	-0.4	-0.1	-0.3	-13	21	0	-19
NC(=O)c1cc(-c2ccccc2)sc1NC(=O)CN1CCCCC1	-3	4	-3	-0.5	1.3	0.1	-9	-14	-17	13
OC[C@@H]1CN(Cc2ccco2)C[C@H](n2cnc3c(NCc4ccncc4)ncnc32)O1	-2	nt	nt	i	1.1	nt	nt	nt	1	nt
COc1cccc(-c2nnn(CC(=O)NC3CCCC3)n2)c1OC	-5	3	3	i	nt	0.4	6	-10	8	-5
CCOc1ccc(Br)cc1C(=O)N/N=C/c1cccc(C)n1	2	3	0	-0.6	1.7	nt	-7	20	2	nt
CC1CCCC(C)N1C(=O)COC(=O)c1cc(Br)ccc1Cl (stereo unspecified)	-4	-4	-4	i	-1.4	-1.1	-2	16	2	-15
CC(C)(C)NC(=O)NC(=O)COc1ccc(Br)cc1Br	1	-1	5	-0.4	0.1	?	-14	-4	10	-27
CCCn1c(SCC(=O)Nc2ccc3c(c2)OCO3)nc2c1c(=O)n(C)c(=O)n2C	-1	1	2	-2.6	0.2	-1.4	-1	8	8	-6
C[C@]12C(=O)N(c3cccc(Cl)c3)C(=O)N1[C@H]1c3ccccc3OC[C@@H]1[C@H]2c1ccccc1	-3	4	-3	i	nt	-1.2	-14	20	3	-3
COc1ccc(CCNC(=O)c2cccc(S(=O)(=O)N3CCc4ccccc4C3)c2)cc1	-6	-5	nt	-0.6	0.7	-0.9	-24	nt	30	-3
COc1ccc(/C=C2\SC(=O)N(CCC(=O)N3CCCCC3)C2=O)cc1OC	-1	-5	4	i	0.6	-2.3	-3	7	-1	-20
CCCNC(=O)NS(=O)(=O)c1ccc(Cl)cc1	-13	-5	3	i	0.0	0.8	-1	-3	12	-9
COc1ccc(CC(=O)Nc2cccc(S(=O)(=O)N3CCCCC3)c2)cc1	-1	-1	nt	-1.6	2.1	1.8	-10	nt	20	8
O=C(Cc1ccc(S(=O)(=O)N2CCOCC2)s1)NCCC(c1ccccc1)c1ccccc1	-2	4	2	-0.3	nt	-0.2	-7	10	18	-9
COc1ccc(OCCSc2nnc(Cc3cccc4ccccc34)n2N)cc1	2	-5	-2	i	nt	-0.6	-4	7	42	4
COCCCn1c(=O)c2ccccc2n(CC(=O)NCCC2=CCCCC2)c1=O	0	-3	-2	0.6	0.7	0.5	3	32	-3	-4
CC(=O)c1ccc(N2CCN(C(=O)c3cc4c(-c5ccccc5F)nn(C)c4s3)CC2)cc1	-9	-8	0	-0.8	0.3	0.0	-7	15	37	4
O=C(O)c1ccc(/C=N/NC(=O)c2ccc3c(c2)OCCO3)cc1	-2	2	0	-0.4	-6.5	0.2	1	-18	0	nt
CCCS(=O)(=O)N1CCN(CCCc2ccccc2)CC1	-4	3	0	7.1	1.4	1.1	8	6	1	-3
CN(C(=O)COc1ccccc1C(=O)NCCOc1ccccc1)c1ccccc1	-1	-3	-2	3.7	0.5	-0.4	-18	23	16	-15
